# KDM5B inh – inhibitors of human KDM5B histone demethylase; AID 1347165; KDM5B demethylase, FDH-coupled NADH fluorescence (FDH is formaldehyde dehydrogenase); Potency, µM (series often up to 57.7 µM), without a hit: top-dose activity change, negative = inhibition, usual class: inhibitors; 220,000 tested, 2.6% active; active = well fitted inhibition curve with a large enough effect; inconclusive = small, poorly fitted or top-dose-only effect; inactive = no such curve, though single readings can be large or run the other way; note: 0% is about no effect; nearly all actives have a fitted effect of over 70% in size
# Target sequence (Q9UGL1 whole entry, looked up): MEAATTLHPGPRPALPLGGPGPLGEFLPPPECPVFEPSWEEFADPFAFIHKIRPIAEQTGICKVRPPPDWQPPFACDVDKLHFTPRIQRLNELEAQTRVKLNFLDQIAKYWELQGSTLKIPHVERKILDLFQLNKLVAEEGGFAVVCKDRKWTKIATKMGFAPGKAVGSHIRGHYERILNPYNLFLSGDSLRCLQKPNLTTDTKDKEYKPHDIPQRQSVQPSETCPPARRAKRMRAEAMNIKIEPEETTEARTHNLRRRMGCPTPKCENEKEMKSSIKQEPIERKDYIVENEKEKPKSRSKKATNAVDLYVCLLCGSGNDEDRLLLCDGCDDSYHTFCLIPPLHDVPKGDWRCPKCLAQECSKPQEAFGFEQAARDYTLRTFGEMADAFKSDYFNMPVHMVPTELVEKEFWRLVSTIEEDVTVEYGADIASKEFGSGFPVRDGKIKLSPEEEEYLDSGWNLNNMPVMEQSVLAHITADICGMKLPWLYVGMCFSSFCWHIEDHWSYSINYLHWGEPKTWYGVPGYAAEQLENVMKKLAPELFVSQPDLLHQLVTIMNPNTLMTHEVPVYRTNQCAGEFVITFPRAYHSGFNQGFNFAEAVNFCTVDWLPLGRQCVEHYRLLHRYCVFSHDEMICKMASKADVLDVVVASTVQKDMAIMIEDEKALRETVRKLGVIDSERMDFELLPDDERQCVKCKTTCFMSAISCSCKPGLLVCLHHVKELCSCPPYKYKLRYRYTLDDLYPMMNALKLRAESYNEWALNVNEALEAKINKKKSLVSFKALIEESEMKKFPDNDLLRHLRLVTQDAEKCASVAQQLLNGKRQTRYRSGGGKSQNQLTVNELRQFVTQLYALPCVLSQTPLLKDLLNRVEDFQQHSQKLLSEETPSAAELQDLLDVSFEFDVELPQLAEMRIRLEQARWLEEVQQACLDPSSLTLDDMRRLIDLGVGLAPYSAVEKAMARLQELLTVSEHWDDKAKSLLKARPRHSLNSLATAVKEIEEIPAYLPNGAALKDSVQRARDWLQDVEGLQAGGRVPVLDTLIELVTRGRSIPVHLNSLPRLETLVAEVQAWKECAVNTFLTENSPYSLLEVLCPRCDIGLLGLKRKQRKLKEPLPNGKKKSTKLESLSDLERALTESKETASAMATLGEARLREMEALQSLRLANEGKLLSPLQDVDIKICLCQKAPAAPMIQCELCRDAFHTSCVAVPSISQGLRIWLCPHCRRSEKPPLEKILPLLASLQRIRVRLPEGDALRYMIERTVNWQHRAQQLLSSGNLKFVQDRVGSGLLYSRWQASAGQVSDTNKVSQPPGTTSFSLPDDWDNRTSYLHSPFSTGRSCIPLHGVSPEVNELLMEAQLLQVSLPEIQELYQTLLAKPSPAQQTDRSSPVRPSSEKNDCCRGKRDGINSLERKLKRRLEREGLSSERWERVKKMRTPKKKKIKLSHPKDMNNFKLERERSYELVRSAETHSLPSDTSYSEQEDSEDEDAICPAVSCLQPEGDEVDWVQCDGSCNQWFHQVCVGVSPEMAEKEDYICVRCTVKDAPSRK
#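 qHTS format, multiple compound concentrations. Buffer 50 mM HEPES pH 7.5/0.01% Tween-20; 200 nM KDM5BΔAP final; 10 min compound preincubation; substrate-mix levels 12.5 µM peptide, 25 µM α-KG, 0.25 mM NAD⁺; 30 min RT; ΔRFU.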
# * = called active by the depositor; i = inactive; ? = inconclusive; [ ] = remark or other dose. Potency is the fitted concentration of half-maximal effect. An excerpt; count on the stated rates, not on these rows.
structure | KDM5B inh
O=C(Nc1ccc2c(c1)OCCCO2)C(Sc1ccccc1)c1ccccc1 (stereo unspecified) | 1.0%
COc1ccc(-c2cc3ccc(O)c(CN4CCC(C)CC4)c3oc2=O)cc1OC | ?
CCCCc1ccc(-n2cc(CN3CCN(C(C)=O)CC(O)C3)cn2)cc1 (stereo unspecified) | -4.4%
COc1ccc(CN2CCN(C(=O)c3cc4cc(C)ccc4nc3C)CC2)cc1 | -13.0%
Cn1c(CN2CCN(c3ccc(NS(C)(=O)=O)cc3Cl)CC2)nc2ccccc21 | 6.6%
O=C(Nc1ccccc1F)N1CC2CCC(C1)N2Cc1cccc(Cl)c1 | 17.8%[115 µM]
O=C(COc1ccccc1)NC[C@H]1O[C@H](Cc2cc(-c3ccccc3)on2)CC[C@@H]1O | 23.8%[86.2 µM]
COc1ccc(C(=O)N[C@@H]2CN(C(=O)Nc3ccccc3)CCC[C@H]2O)cc1 | -3.0%[86.2 µM]
O=C(CN1CCCN(Cc2ccccc2Cl)S1(=O)=O)Nc1ccc2c(c1)OCCO2 | -15.7%
Cc1ccc(C(=O)OCc2ccc(C#N)cc2)cc1O | 3.9%
CCCOc1c(OC)cccc1C1CC(=O)Nc2c1c(C)nn2-c1ccc(Cl)nn1 (stereo unspecified) | 0.2%
COc1cccc(Cn2nc(C(=O)O)c3ccccc3c2=O)c1 | -6.0%
CCCn1nc(C(=O)Nc2nc3ccc(OCC)cc3s2)c2ccccc2c1=O | 10.0%
NCc1ccc(OCc2ccccc2)cc1 | -9.4%
COc1cccc(Nc2nc3ccccc3nc2NS(=O)(=O)c2cc(C)ccc2C)c1 | -1.3%
COc1cccc(OC)c1C(=O)OCC(=O)c1ccc(Cl)cc1Cl | 22.8%
COc1ccc(Nc2nc3c(S(=O)(=O)c4ccccc4)nnn3c3ccc(Cl)cc23)cc1 | 11.1%
COc1ccc(CNC(=O)c2csc(NC(C)C)n2)cc1 | 11.5%
CN(C)C(=O)c1cccnc1OC1CCN(C(=O)CC2CCCCC2)C1 (stereo unspecified) | -4.4%
O=C(c1ccn[nH]1)N1CCN(Cc2cn3ccccc3n2)CC(O)C1 (stereo unspecified) | -17.0%
O=C(Nc1ccccc1Br)c1cc2ccc(O)cc2oc1=O | i
Cc1ccc2cc(C)c(SCC(=O)Nc3ccc(S(=O)(=O)N4CCCC4)cc3)nc2c1 | -5.4%
Cc1nc(-c2ccc3c(c2)-c2ccccc2C3)cs1 | -4.8%
CCOc1ccc(-n2cc(-c3ccccc3)c3c(NCCc4ccccc4)ncnc32)cc1 | ?
S=c1[nH]nc(COc2cccc3ccccc23)n1Cc1ccccc1 | -3.4%
CCCCCn1nc(C(=O)Nc2cccc(C(=O)OC)c2)c2ccccc2c1=O | 9.6%
NCC1(N2CCCC2)CCCCC1 | 5.5%[345 µM]
Cc1cc(C)c(NC(=O)CSc2nc3nc(C)cc(C)n3n2)c(C)c1 | -4.8%
COc1ccc(NC(=O)CN(C)C(=O)c2cc3c(s2)CCCCC3)cc1 | 0.6%
Cc1cccc(N(CC(=O)NCCc2ccccc2)S(=O)(=O)c2ccccc2)c1C | -15.6%
CN1CCOCCOc2ccccc2OCCOCC1 | 8.4%
O=C1OCC2(CCN(Cc3ccc4c(c3)CCO4)C2)N1Cc1ccccc1 (stereo unspecified) | ?
CC(C)CNC(=O)CCNC(=O)c1ccc(C(C)(C)C)cc1 | 20.4%
CCN(CC)c1ccc(NC(=O)c2cnn(-c3ccccc3)c2-n2cccc2)c(C)c1 | ?
N#Cc1ccccc1COc1ccc2c(C(F)(F)F)cc(=O)oc2c1 | 53.9%[activator]
COc1ccc(-c2nc(C(=O)N3CCN(c4ccc(C(C)=O)cc4)CC3)cs2)cc1OC | ?
COc1ccccc1-c1cc(NCc2ccncc2)c2onc(C)c2n1 | 28.2µM*
CCCOCCCNC(=O)c1c(C)noc1-c1ccc2c(c1)OCO2 | 28.2µM*
Cc1ccc(-c2cc3c(=O)n(CCNC(=O)Cc4cccc(F)c4)ccn3n2)cc1C | ?
Cn1cc(C(=O)N2CCN(S(=O)(=O)c3cc(F)ccc3F)CC2)c2ccccc21 | 13.9%
O=C(CCCCn1c(=O)c2ccccc2n(Cc2ccccc2Cl)c1=O)NCCc1ccccc1 | 7.8%
COCc1nc(C2CC(N)C2)cc(N2CCC(c3[nH]ncc3C)CC2)n1 (stereo unspecified) | ?
Cc1cccc(-n2nc(-c3c(C)nc4scc(CC(=O)N5CCCCC5)n4c3=O)cc2C)c1C | ?
CCC(=O)Nc1ccc2oc(-c3ccc(Cl)cc3)nc2c1 | 63.6%[activator]
CCCc1nc(SC)ncc1C(=O)N1CCN(c2ccc(Cl)cc2)CC1 | -15.9%
Cc1nn(-c2ccc3nncn3n2)c2c1C(c1ccccc1)CC(=O)N2 (stereo unspecified) | 6.2%
COc1ccc2oc(=O)cc(CN(C)Cc3ccc(C)cc3)c2c1 | ?
O=c1c2nc(Nc3cccnc3)ccc2ncn1-c1ccccc1 | ?
COCCNC(=O)C[C@@H]1O[C@H](CNCc2ccc(F)cc2)[C@@H](O)[C@H]1O | -17.0%[86.2 µM]
COc1ccccc1-c1n[nH]c2c1CC(=O)N(CC1CC1)C2 | -12.6%[86.2 µM]
COc1ccc(Nc2cc(C(=O)NCC(OC)OC)c3ccccc3n2)cc1 | -7.3%
COC(=O)CN1C(=O)C(O)(c2c(C)[nH]c3ccccc23)c2ccccc21 (stereo unspecified) | ?
Cc1noc(C)c1CC(=O)N1CCC2(CC1)CC(OCC1CC1)CCO2 (stereo unspecified) | 28.4%
CCS(=O)(=O)N(C1CC1)C1CCOC2(CCN(C(=O)CCCc3ccccc3)CC2)C1 (stereo unspecified) | ?
Cc1noc(C)c1-c1ncc2c(n1)OCCN(Cc1ccccc1)C2=O | -14.8%[86.2 µM]
COc1ccc(CN2CCCC23Cc2ccccc2N([S+](C)(=O)[O-])C3)cc1 (stereo unspecified) | -17.0%[115 µM]
CN1CCC(NC(=O)c2cccnc2OC2CCNCC2)CC1 | -15.5%
COc1ccc(C(=O)N2CCC(n3cc(-c4nc(-c5ccccc5)no4)nn3)C2)cc1F (stereo unspecified) | ?
CC(=O)c1ccc(NC(=O)O[C@@H]2CO[C@H]3[C@@H]2OC[C@@H]3NC(=S)NC2CCCCC2)cc1 | 14.9%
Cc1ccc(CN2CCCN(Cc3ccncc3)C(c3ccccc3)CC(=O)NCC2)s1 (stereo unspecified) | ?

# (list continues)
molecule	KDM5B inh
COc1ccc(OCc2ccc(-c3nc(C#N)c(NC(C)c4ccccc4)o3)o2)cc1 (stereo unspecified)	?
O=C(NCC(c1ccco1)N1CCOCC1)c1cc(=O)c2cc(Br)ccc2o1 (stereo unspecified)	11.9%
Cc1ccc(NC(=O)CNC(C)c2ccccc2)cc1 (stereo unspecified)	-2.4%
CC(=O)N1CCC(C(=O)N2CCCC2c2nc(CCOCC3CCCC3)no2)CC1 (stereo unspecified)	24.4%
COc1cccc([S+](=O)([O-])N2CCC3(C2)C(=NC2CCCC2)NC(=O)N3c2cccnc2)c1 (stereo unspecified)	4.3%
COc1cccc(-c2noc(CC3CCN(C(=O)c4cccc(F)c4)CC3)n2)c1	-18.4%
CC(C)C12CN3CC(C(C)C)(CN(C1)C3c1ccc(Cl)cc1)C2=O (stereo unspecified)	-7.4%
O=C1CSC(=Nc2ccc(O)cc2)N1	6.0%

# Structures listed above that bear a hit mark in KDM5B inh.
molecule	KDM5B inh
COc1ccccc1-c1cc(NCc2ccncc2)c2onc(C)c2n1	28.2µM*
CCCOCCCNC(=O)c1c(C)noc1-c1ccc2c(c1)OCO2	28.2µM*

# New compounds follow.
molecule	KDM5B inh
CNC(=O)[C@H]1C[C@H](Oc2ccccc2)CN1C(=O)c1ccc2ccccc2n1	8.1%
Cc1noc(C)c1Cc1ccc(C(=O)N2CCc3c(nc4cc(-c5ccccc5)[nH]n4c3=O)C2)o1	?
Cn1cc(C(=O)NCc2ccccc2)c(=O)c2cc(S(=O)(=O)N3CCOCC3)ccc21	-4.2%[11.5 µM]
COc1cc(NC(=O)C2CCN(S(=O)(=O)c3ccc4c(c3)CCCC(=O)N4)CC2)cc(OC)c1	-14.8%
Cc1ccn2cc(-c3c(-c4ccccc4Cl)n(C)c(=O)n(C)c3=O)nc2c1	?
Cc1ccc(N2C(=O)CSC23C(=O)Nc2ccccc23)cc1F (stereo unspecified)	1.8%
Cc1cc(C)cc(-c2[nH]nc3ncc(-c4ccsc4)nc23)c1	28.2µM*
CN1C(C(=O)Nc2ccc(F)cc2F)=CC(c2ccc3c(c2)OCO3)=NS1(=O)=O	83.2%[activator]
COc1ccc(CCNC(=O)Cn2c(=O)n(CC3CCCO3)c(=O)c3ccccc32)cc1OC (stereo unspecified)	-9.1%
CCCSc1ncc(Cl)c(C(=O)Nc2nc3ccc(C)cc3s2)n1	?
Cn1cc(S(=O)(=O)N2CCCCCC2)cc1C(=O)NCc1ccc(Cl)cc1	-25.5%
CCOC(=O)c1cc(C)n(CC2CCC(C(=O)Nc3cccc(Cl)c3)CC2)c1C (stereo unspecified)	-24.1%
CCCCOc1ccc(C(=O)NC(=S)NCCCO)cc1Br	-18.3%
C/C(=N\NS(=O)(=O)c1ccc(C(C)(C)C)cc1)c1ccccc1	-16.2%
CCOC(=O)CC1CCCCN1S(=O)(=O)Cc1ccccc1F (stereo unspecified)	13.5%
O=C(c1ccc(COc2ccc(Cl)cc2Cl)o1)N1CCCC1	16.3%
O=S(=O)(Cc1ccccc1)N1CCC(OC2CCN(Cc3ccccc3)CC2)CC1	11.3%
CCOC(=O)C1=C(COC(=O)c2cc(S(=O)(=O)N(C)C)ccc2C)NC(=O)NC1C (stereo unspecified)	35.8%
COc1ccc(C2(C(=O)N3CCCC(Cn4c(C)nc5cccnc54)C3)CCCCC2)cc1 (stereo unspecified)	4.5%
COc1ccc(N(CC(=O)N2CCCCCC2)S(=O)(=O)c2ccccc2)cc1	1.2%
Cc1ccc(NC(=O)CCc2ncc(-c3ccc(F)cc3F)o2)c(Cl)c1	10.0%
Brc1cccc(CNCc2ccc(Cn3cncn3)cc2)c1	-5.1%
O=C(Nc1ccc2c(c1)CCC2)C(Cc1ccccc1)n1cnnn1 (stereo unspecified)	8.8%
COC(=O)Cn1c(=O)c2c(nc(-n3nc(C)cc3C)n2Cc2cccc(C)c2)n(C)c1=O	-6.5%
CC(C)c1ccc(CNCC(O)c2ccccc2)cc1 (stereo unspecified)	0.0%
CCOC(=O)c1noc2ncn(CC(=O)Nc3cc(Cl)ccc3OC)c(=O)c12	-12.8%
O=[S+]1([O-])NCC2(CCN(CC3CCCCC3)CC2)Nc2ccccc21	10.9%
Cc1ccc(-c2nc3cc(NC(=O)COc4ccc([N+](=O)[O-])cc4)ccc3o2)cc1C	13.2%
CC(C)(C)c1ccc(C(=O)NCCN2CCCC2)cc1	14.4%
COCCCNC(=O)CCCN1C(=O)COc2ccc(C(=O)COc3ccc(OC)cc3)cc21	-7.6%
COc1ccc(NC(=O)c2oc3ccccc3c2NC(=O)c2cc(=O)c3ccccc3o2)cc1	3.3%
OCc1cccc(Nc2nc(-c3ccsc3)nc3ccccc23)c1	-16.1%

# Exported with the structure last: part of the list above.
KDM5B inh	compound
3.3%	COc1ccc(NC(=O)c2oc3ccccc3c2NC(=O)c2cc(=O)c3ccccc3o2)cc1
-16.1%	OCc1cccc(Nc2nc(-c3ccsc3)nc3ccccc23)c1
10.9%	O=[S+]1([O-])NCC2(CCN(CC3CCCCC3)CC2)Nc2ccccc21
-7.6%	COCCCNC(=O)CCCN1C(=O)COc2ccc(C(=O)COc3ccc(OC)cc3)cc21
-12.8%	CCOC(=O)c1noc2ncn(CC(=O)Nc3cc(Cl)ccc3OC)c(=O)c12
13.2%	Cc1ccc(-c2nc3cc(NC(=O)COc4ccc([N+](=O)[O-])cc4)ccc3o2)cc1C
0.0%	CC(C)c1ccc(CNCC(O)c2ccccc2)cc1 (stereo unspecified)

# Carrying on:
molecule	KDM5B inh
Cc1nnc(SCC(=O)N2CCCC2)n1-c1ccc(F)cc1	9.3%
COCCOCc1nc(C2CCCN2)no1 (stereo unspecified)	-18.8%
CC(C)n1ccnc1CN1CCC(CNC(=O)C(C)(C)C)CC1	-24.0%
CCc1ccc(-c2nc(SCC(=O)NC3CCCC3)n[nH]2)cc1	-3.0%
CC(C)(C)NC(=O)c1oc2ccccc2c1NC(=O)c1ccc(F)cc1	-6.1%
COc1ccccc1N(CC(=O)Nc1ccccc1C(F)(F)F)S(=O)(=O)c1ccc(C)cc1	-7.3%
CCCNC(=O)CSc1cc(C)c2cc(C)cc(C)c2n1	-1.0%
COc1ccc(OC2CN(Cc3cccn3C)C2)cc1	44.7µM*
CCCN1CCN(C(=O)C2CCc3ncc(-c4ccc(F)cc4)n3C2)CC1 (stereo unspecified)	-7.6%
CSC(=S)N/N=C1/CCc2ccccc21	1.6%
COCCN1Cc2ccc(Nc3cccnc3)nc2C(C)(C(=O)Nc2cccc(F)c2)C1 (stereo unspecified)	?
O=C([C@@H]1C[C@H](Oc2ccccc2)CN1C(=O)c1cnccn1)N1CCOCC1	-3.6%
COc1ccc2oc(=O)c(-c3ccc(OCC(=O)N4CCN(C=O)CC4)cc3)cc2c1	?
O=C(COc1cc(O)c2c(=O)cc(-c3ccccc3)oc2c1)NCC(O)CO (stereo unspecified)	-12.1%
CCOc1ccc(NC(=O)Cn2cc(C(=O)c3ccc(C)cc3)c(=O)c3cc4c(cc32)OCCO4)cc1	-11.7%
O=C1CO[C@H]2CN(C3CCC3)C[C@H]2N1Cc1ccc(F)cc1	-4.4%[86.2 µM]
COCCn1cnc2c1c(=O)n(Cc1ccc(C(=O)OC)cc1)c(=O)n2Cc1ccccc1	7.0%
O=C(CCCOC(=O)c1c(Cl)ccc(Cl)c1Cl)c1ccc(Br)cc1	20.6%
Cc1cc(C)cc(C2(CNC(=O)C3NCCc4[nH]cnc43)CCCC2)c1 (stereo unspecified)	-15.4%
CCc1ccc(OCc2nc(-c3ccc(OC)cc3)no2)c(Br)c1	-8.6%

# Source: PubChem BioAssay
